Screens: PubChem, National Center for Advancing Translational Sciences (NCATS)
Pf Dd2 inh – inhibitors of Plasmodium falciparum Dd2 growth. Potency, µM (series often up to 28.9 µM), inactives show at the top dose activity, negative = inhibition, usual class: inhibitors. P. falciparum Dd2 growth, SYBR Green, 72 h. hit rate 4.3% among 120,000; active = well fitted inhibition curve with a large enough effect; inconclusive = small, poorly fitted or top-dose-only effect; inactive = no such curve, though single readings can be large or run the other way;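 also: plate controls were DMSO vehicle for no effect and reference drug for full effect; nearly all actives have a fitted effect of over 65% in size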
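Infected erythrocytes (Dd2, 0.3% parasitemia, 2.5% hematocrit final) are added to compound in RPMI-1640/Albumax II medium, grown 72 h at 37C in low oxygen, then lysed with saponin/Triton-X containing SYBR Green and read by fluorescence.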
* = called active by the depositor; i = inactive; ? = inconclusive; [ ] = another dose, or the depositor's remark. Potency is read from the fitted curve at half-maximal effect.

| Molecule | Pf Dd2 inh |
| --- | --- |
| CNC(=O)[C@@H]1CN(C(=O)c2nn(C)c3ccccc23)C[C@H]1CO | -2% |
| COc1ccc(-c2cc(C)no2)cc1S(=O)(=O)N1CC(C)Oc2ccccc21 (stereo not given) | 9% |
| COc1cccc(CC(=O)Nc2ccc3c(N4CCCCC4)ncnc3c2)c1 | 11µM* |
| CCOc1ccccc1C(=O)N[C@@H]1CN(c2ncccn2)C[C@H]1CO | -15% |
| COc1ccc(CN2CCc3nc(C(=O)Nc4cccnc4)oc3CC2)cc1OC | i |
| O=C(C1CC1)N1CCCC(c2nnnn2-c2ccccc2)C1 (stereo not given) | -3% |
| CCCN1CCC2(CCN(C(=O)c3cccc(OC)c3)CC2)Oc2ccccc21 | i |
| CC(=O)Nc1ccc(S(=O)(=O)N[C@H]2CO[C@H]3[C@@H]2OC[C@@H]3n2nnnc2Oc2cccc(N(C)C)c2)cc1 | ? |
| O=C(NCc1ccc(F)cc1)N1CCCC(Cc2noc(-c3ccccn3)n2)C1 (stereo not given) | i |
| CCN(Cc1ccccc1)C(=O)Cn1cc(S(=O)(=O)Cc2cccc(Cl)c2)c2ccccc21 | ? |
| CNc1nc(C(=O)N2C[C@@H](C(=O)O)[C@H](c3ccc4c(c3)OCO4)C2)cs1 | 34%[activator] |
| O=C1CC2(CCN(Cc3ccc(C(F)(F)F)cc3)C2)Nc2ccccc2N1 (stereo not given) | ? |
| C=CCN1CCC2(CCC1=O)CN(C1CCN(CC)CC1)CCN2C (stereo not given) | -2% |
| Fc1ccc(CNc2ncnc3onc(-c4ccc(F)cc4)c23)cc1 | ? |
| Cc1ccc(CC(=O)N(Cc2nc(-c3ccc(C)cc3)no2)C(C)C)cc1 | -22% |
| COc1ccc2nc3n(c2c1)[C@@H](CNS(=O)(=O)c1ccccc1)COC3 | 8.9µM* |
| Cc1ccsc1C(=O)NCCc1noc(-c2ccccc2)n1 | i |
| CCc1noc(C)c1C(=O)N1CCCC(CO)(CC=C(C)C)C1 (stereo not given) | -13% |
| O=C(c1ccc(-c2ccc(N3CCCCC3)nc2)cc1)N1CCCC1 | -3% |
| CCn1ccc(C(=O)N2CCC(c3nn(C)c(=O)n3CCc3ccccc3)CC2)n1 | 31% |
| O=C(CN1C(=O)NC2(CCCCC2)C1=O)Nc1ccc(F)c(F)c1 | -4% |
| CN1CC(=O)N(C2CCCNC2)Cc2c1ncnc2N1CCN(CC2CCCCC2)CC1 (stereo not given) | -27% |
| COc1ccc(C(=O)N2C[C@@H](Oc3ccccc3)C[C@H]2C(=O)NC2CC2)c(OC)c1 | -5% |
| O=C(c1coc(COc2ccc(F)cc2Cl)n1)N1C[C@H]2CC[C@H]1C2 | -11% |
| Cc1cccc(N2CCN(C(=O)CCc3ccnc(N4CCCC4)c3)CC2)c1 | ? |

Exported with each value named: part of the list above
Compound: Cc1cccc(N2CCN(C(=O)CCc3ccnc(N4CCCC4)c3)CC2)c1
  Pf Dd2 inh = ?

Compound: CCn1ccc(C(=O)N2CCC(c3nn(C)c(=O)n3CCc3ccccc3)CC2)n1
  Pf Dd2 inh = 31%

Further compounds.
| Molecule | Pf Dd2 inh |
| --- | --- |
| COc1ccc(CCC(=O)N[C@@H]2CN(c3ncccn3)C[C@H]2CO)cc1 | i |
| O=C(NCc1nc(-c2ccccn2)no1)C1COc2ccccc2C1 (stereo not given) | -28% |
| CCOc1ccccc1CNC(=O)C1CCN(S(=O)(=O)c2ccc3c(ccn3C)c2)CC1 | -16% |
| CN(C(=O)CCS(=O)(=O)c1cc2c(cc1Cl)NC(=O)CO2)C1CCCCC1 | -6% |
| Cc1cc(OC(C)C(=O)Nc2sc3c(c2C(N)=O)CCCC3)ccc1Cl (stereo not given) | 7% |
| CCc1cccc(CC)c1NC(=O)CN1C(=O)C(=O)c2ccccc21 | -18% |
| Fc1ccc(-c2cnc3n2C[C@H](CNCc2ccc4c(c2)OCO4)OC3)cc1 | ? |
| CN(Cc1ccccc1)C1(C(=O)NC2CCC(O)CC2)Cc2ccccc2C1 (stereo not given) | -23% |
| CCCOc1ccc(C2CC(=O)Nc3c2c(=O)n(C)c(=O)n3C)cc1OC (stereo not given) | 11% |
| CC(NC(=O)C1CCCO1)C(=O)N1CCN(c2ccccn2)CC1 (stereo not given) | -6% |
| COC(=O)c1cc(OC)c(OC)cc1NC(=O)c1ccc2c(c1)CCN2S(C)(=O)=O | 37%[activator] |
| O=C(NC[C@H]1Cn2c(-c3ccc4c(c3)OCCO4)cnc2CO1)C1CC1 | -8%[44.1 µM] |
| COC(=O)c1cc2oc3ccccc3c2n1Cc1cc(C)ccc1C | -2% |
| COc1ccc(C(=O)N(Cc2cc(OC)c(OC)c(OC)c2)c2ccccn2)cc1 | 40%[activator] |
| Cc1ncoc1C(=O)N1CCOc2ccc(CCC(=O)NCC3CC3)cc2C1 | -9% |
| CCC1=NOC(CNC(=O)c2ccc(OC3CCN(C(=O)COC)CC3)cc2)C1 (stereo not given) | -15% |
| COc1ccc(NC(=O)CN2C(=O)CCc3cc(S(=O)(=O)N4CCOCC4)ccc32)c(OC)c1 | 17% |
| CCOc1cc(C2c3c(-c4ccccc4O)n[nH]c3C(=O)N2CCc2ccccc2)ccc1O (stereo not given) | ? |
| CO[C@@H]1CO[C@H]2[C@@H]1OC[C@@H]2NS(C)(=O)=O | 13%[44.1 µM] |
| CCCc1cnc(C)nc1N1CC[C@@H](NC(=O)c2cnccn2)[C@H](O)C1 | -10% |
| O=C1Nc2ccccc2C12CCN(Cc1cccnc1)CC2 | -11% |
| CCOc1ccc(-c2nnc(CCC(=O)NC(C)CC)c(=O)[nH]2)cc1 (stereo not given) | -18% |
| CC1CCN(C(=O)C2N(C(C)C)C(=O)C23CCCC3)CC1 (stereo not given) | 19% |
| CC(C)(C)C(=O)N[C@H]1C[C@@H](Cc2cc(CN3CCN(c4ccccc4)CC3)on2)C1(C)C | ? |
| COc1ccc(NC(=O)c2cc(S(=O)(=O)N3CCCCCC3)cn2C)c(OC)c1 | 3% |
| COc1ccccc1N1CCN(c2nc3c(S(=O)(=O)c4ccc(C)c(C)c4)nnn3c3ccc(Cl)cc23)CC1 | ? |
| CCC1CN(C(=O)N2CCC(C(=O)NCc3cccs3)CC2)c2cc(C)ccc2O1 (stereo not given) | -19% |
| COc1ccc(Cn2ccc3nc(C)c(C(=O)N4CCN(c5ccc(F)cc5)CC4)cc3c2=O)cc1 | -4% |
| CCCN1CCN(CCNC(=O)Nc2cc(Cl)c(OC)cc2OC)CC1 | 42%[activator] |
| O=C1CCN(Cc2ccc(O)cc2)CCCC(c2nc(-c3cnccn3)no2)CCN1 (stereo not given) | ? |
| COc1cccc(CN2CCCN(Cc3ccncc3)C(c3ccccc3)CC(=O)NCC2)c1OC (stereo not given) | ? |
| CC1=C[C@@H](CNC(=O)c2ccccc2)[C@H](C(C)C)C[C@H]1Cc1nnc(-c2cncn2C)o1 | -6%[44.1 µM] |
| COc1cccc(C(=O)NCC2CCCN(Cc3ccc(C)cc3)C2)c1OC (stereo not given) | ? |
| CC(=O)N[C@H]1C[C@@H](Cc2cc(CN3CCCCC3)on2)C1(C)C | 22µM* |
| c1ccc(CCN2CCNc3cc(-c4cn[nH]c4)ncc3C2)cc1 | ? |
| Cc1ccc(NC(=O)CCNc2c(C)nc3cnccn23)c(F)c1 | i |
| Cc1cc(C)cc(NC(=O)CCCc2nnc3n(CC(C)C)c(=O)c4sccc4n23)c1 | -19% |
| CCc1ccc(S(=O)(=O)N(C)CC2CCOCC2)cc1 | -2% |
| CC(Cn1cccn1)Nc1ccc(-c2nc(COc3ccccc3)no2)cn1 (stereo not given) | ? |
| O=C1NC(C(=O)NCc2cc(F)ccc2F)Cn2cccc21 (stereo not given) | -22% |
| COC1CCC12CCN(C(=O)c1cc(C)n(C)n1)CC2 (stereo not given) | 13% |
| Cc1ccc(-n2nc(C)c3c(C)cc(=O)n(CC(=O)NC(C)C)c32)cc1 | 11% |
| COc1ccc(C(=O)NC2CCN(c3cn[nH]c(=O)c3)CC2)cc1F | -21% |
| COc1cccc(C2CC(=O)N(c3ccc(F)cc3)C3=C2C(=O)OC3)c1OC (stereo not given) | 12% |
| c1ccc(Cn2cc(CN3CCCOCC3)c(-c3cc4ccccc4o3)n2)cc1 | 11µM* |
| COCCNC(=O)C(NC(=O)c1ccc(F)cc1)C1CCN(C(=O)c2ccccc2F)CC1 (stereo not given) | 10% |
| O=C(COc1ccc(-c2nnc3n2CCCC3)cc1)Nc1ccc(F)cc1 | 5.6µM* |
| Cc1ccc2nc(C(=O)N(C)Cc3cn[nH]c3-c3ccc(F)cc3)cn2c1 | -4% |
| CCOc1ccc(N(Cc2cc3cc(C)ccc3[nH]c2=O)C(=O)c2cccc(Cl)c2)cc1 | -25% |
| COc1ccccc1Nc1cc(C(=O)NCc2cccs2)c2ccccc2n1 | -9% |

(next part)
| Molecule | Pf Dd2 inh |
| --- | --- |
| Cc1nc(CCNC(=O)CC(C)(C)C)no1 | i |
| CN1[C@@H](CCC(=O)N2CCN(c3ccccn3)CC2)CNC(=O)[C@@H]2[C@H]1CCN2Cc1ncc[nH]1 | -5% |
| COc1cc(OC)c(NC(=O)Cn2ncn3c(cc4cc(C)ccc43)c2=O)cc1Cl | 28% |
| COCCN(C)C[C@@H]1CN(c2cc(C)c3ccc(SC)cc3n2)C[C@@H]1CO | ? |
| CC(=O)N1CCC(CC(=O)N2C[C@@H](Oc3cccnc3)C[C@H]2C(=O)N2CCOCC2)CC1 | -8% |
| CCOCC(=O)N1[C@@H]2CC[C@H]1CC(NC(=O)c1ccc(F)cc1)C2 (stereo not given in full) | 1% |
| Cc1ccc(C)c(NC(=O)N2CCN(C(=O)c3nsc4ccccc34)CC2)c1 | i |
| Cc1ccc(C2Cn3nnc(C(=O)N4CCC(C(=O)NCc5ccncc5)CC4)c3CO2)cc1 (stereo not given) | i |
| O=C(CSc1nccn1Cc1ccccc1)NCc1ccco1 | i |
| CCOC(=O)c1cnc2ccc(OCC)cc2c1N1CCN(c2ccccc2F)CC1 | i |
| COc1cc(C)c2c(c1C)C[C@H](C(C)C(=O)N1CCCCC1)CC2 (stereo not given in full) | 1%[44.1 µM] |
| Cc1cccc(CCN2CCC3(CC2)C(C(=O)O)CC(=O)N3C)n1 (stereo not given) | -19% |
| O=[N+]([O-])c1cccc(-c2noc([C@@H]3C[C@@H](O)CN3Cc3ccccc3O)n2)c1 | ? |
| COc1ccc(NC(=O)N2Cc3[nH]cnc3C[C@H]2c2nc(-c3ccc(Cl)cc3)no2)cc1 | 7% |
| COc1ccc2[nH]c(=O)c(CCC(=O)N3CCCC3)cc2c1 | -14% |
| Cc1cc(F)cc(CN2CCOCC3(C2)CN([S+](=O)([O-])c2ccccc2)C3)c1 | 33%[activator][44.1 µM] |
| O=C(Nc1ccccc1)c1nc2c(o1)CCN(Cc1ccccn1)CC2 | i |
| O=C(NCC1(c2ccccc2F)CCCC1)C1CCN(C(=O)C2CC2)CC1 | -7% |
| CCOc1ccc(-n2c(SCC(=O)Nc3cc(C)ccc3C)nc3c([nH]c4ccccc43)c2=O)cc1 | i |
| Cn1nccc1C(=O)N1CCc2nn(Cc3ccccc3)c(=O)n2CC1 | 26% |
| Cc1ccc(C2Cn3nnc(C(=O)N4CCN(C(=O)c5ccc(Cl)cc5)CC4)c3CO2)cc1 (stereo not given) | -15% |
| COCCNC(=O)C[C@@H]1C[C@H]2O[C@H](CNCc3ccccc3C(F)(F)F)[C@@H](O)[C@H]2O1 | -19%[44.1 µM] |
| COc1cccc(-n2c(=O)c3c4c(sc3n(Cc3ccc(F)cc3Cl)c2=O)CCCC4)c1 | 13% |
| COc1ccc(-c2nnc(SCC(=O)Nc3ccccc3C)o2)cc1OC | 10% |
| COc1ccc(CNCc2ccc(C(=O)O)s2)cc1 | 43%[activator] |

6 records drawn at random from those above:
| Molecule | Pf Dd2 inh |
| --- | --- |
| Cc1cc(F)cc(CN2CCOCC3(C2)CN([S+](=O)([O-])c2ccccc2)C3)c1 | 33%[activator][44.1 µM] |
| COc1cccc(-n2c(=O)c3c4c(sc3n(Cc3ccc(F)cc3Cl)c2=O)CCCC4)c1 | 13% |
| COc1cc(C)c2c(c1C)C[C@H](C(C)C(=O)N1CCCCC1)CC2 (stereo not given in full) | 1%[44.1 µM] |
| Cc1ccc(C)c(NC(=O)N2CCN(C(=O)c3nsc4ccccc34)CC2)c1 | i |
| O=C(NCC1(c2ccccc2F)CCCC1)C1CCN(C(=O)C2CC2)CC1 | -7% |
| O=C(Nc1ccccc1)c1nc2c(o1)CCN(Cc1ccccn1)CC2 | i |

The list goes on:
| Molecule | Pf Dd2 inh |
| --- | --- |
| Cn1c(=O)c2c(-c3ccccc3Cl)n(-c3cc(Cl)ccc3O)cc2n(C)c1=O | 7.9µM* |
| NC(=O)C1CCN([C@H]2[C@@H]3OC[C@@H](O3)[C@@H](NCc3cnc4ccccc4c3)[C@@H]2O)CC1 | 9%[44.1 µM] |
| COc1ccc(CNS(=O)(=O)c2ccc(-c3cc(C(F)(F)F)on3)s2)cc1OC | 71%[activator] |
| Cc1cc(F)ccc1OC1CN(C(=O)c2ccc3c(c2)OCO3)C1 | i |
| Cc1cccc(OCCSc2nc3ccccc3n2CC(=O)N2CCCCC2)c1C | i |
| O=C(c1cnn(-c2ccccc2)c1)N1CC[C@H](N2CCOCC2)[C@H](CCCO)C1 | 1% |
| C1CCC(CN2CCCC(c3nc(CCOCC4CCOCC4)no3)C2)CC1 (stereo not given) | ? |
| CCOC(=O)C1=C(C)N=C2SC=C(CC(=O)N3CCCC3)N2C1c1cccc(Cl)c1 (stereo not given) | ? |
| CN(C)[C@@H]1CN(C(=O)c2nccn2C)CC[C@@H]1CO | 20% |
| CCc1nccn1CCC(=O)N[C@@H]1COCC[C@@H]1Oc1ccc(F)cc1 | -9% |
| COc1cccc(CN2Cc3nc(-c4cn[nH]c4)ccc3OCC2=O)c1 | -9%[44.1 µM] |
| Cc1ccc(NC(=O)Cn2c(=O)n(-c3ccccc3)c(=O)c3c4c(sc32)CCCC4)cc1 | 55%[activator] |

Some of the compounds tested (hit frequency here may not be typical).
